ATXN2 expr inh = Primary qHTS for Inhibitors of ATXN expression. 360,000 compounds, 0.72% hits. HEK-293 ATXN2-luciferase reporter, luminescence, 24 h. Potency, µM (highest dose often 57 µM), for the others: at the top dose activity change, negative = inhibition, actives largely listed as inhibitors. AID 1745845, 2022; also: % is scaled to controls: 0 for no effect and ±100 for the full control effect; nearly all actives have a fitted effect of over 55% in size
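ATXN2-luciferase reporter cells (luciferase flanked by upstream and downstream ATXN2 gene portions) were treated 24 h at 37 °C with compounds at up to 57 uM. SteadyGlo luminescence gave expression; GF-AFC fluorescence gave viability.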
A549 tox = Nrf2 qHTS screen for inhibitors: counterscreen for cytotoxicity; 390,000 compounds, 0.16% hits; Potency, µM (highest dose often 46 µM), without a hit: at the top dose activity change, negative = cytotoxicity, most hits filed as inhibitors; AID 504648, 2011; A549 ARE-Fluc cells, CellTiter-Fluor viability, 18-24 h; also: % is scaled to controls: 0 for no effect and ±100 for the full control effect
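Cytotoxicity counterscreen: CellTiter-Fluor fluorescence was measured in A549 ARE_Fluc cells after 18-24 h of compound exposure in a concentration series. The subsequent BugLite luminescent read reports ARE-luciferase activity.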
EPAC2 antag = qHTS for Antagonist of cAMP-regulated guanine nucleotide exchange factor 2 (EPAC2): primary screen. AID 720708, 2013. Potency, µM (highest dose often 114 µM), inactives show top-dose activity, negative = inhibition, actives largely listed as inhibitors. 360,000 compounds, 0.18% hits. Rap guanine nucleotide exchange factor 4 (Homo sapiens), Q8WZA2. EPAC2 GEF exchange of Rap1B-BODIPY-GDP, fluorescence; also: % is scaled to controls: 0 for no effect and ±100 for the full control effect; nearly all actives have a fitted effect of over 45% in size; many of its hits are not listed in these tables
Target sequence (Q8WZA2 whole entry, looked up): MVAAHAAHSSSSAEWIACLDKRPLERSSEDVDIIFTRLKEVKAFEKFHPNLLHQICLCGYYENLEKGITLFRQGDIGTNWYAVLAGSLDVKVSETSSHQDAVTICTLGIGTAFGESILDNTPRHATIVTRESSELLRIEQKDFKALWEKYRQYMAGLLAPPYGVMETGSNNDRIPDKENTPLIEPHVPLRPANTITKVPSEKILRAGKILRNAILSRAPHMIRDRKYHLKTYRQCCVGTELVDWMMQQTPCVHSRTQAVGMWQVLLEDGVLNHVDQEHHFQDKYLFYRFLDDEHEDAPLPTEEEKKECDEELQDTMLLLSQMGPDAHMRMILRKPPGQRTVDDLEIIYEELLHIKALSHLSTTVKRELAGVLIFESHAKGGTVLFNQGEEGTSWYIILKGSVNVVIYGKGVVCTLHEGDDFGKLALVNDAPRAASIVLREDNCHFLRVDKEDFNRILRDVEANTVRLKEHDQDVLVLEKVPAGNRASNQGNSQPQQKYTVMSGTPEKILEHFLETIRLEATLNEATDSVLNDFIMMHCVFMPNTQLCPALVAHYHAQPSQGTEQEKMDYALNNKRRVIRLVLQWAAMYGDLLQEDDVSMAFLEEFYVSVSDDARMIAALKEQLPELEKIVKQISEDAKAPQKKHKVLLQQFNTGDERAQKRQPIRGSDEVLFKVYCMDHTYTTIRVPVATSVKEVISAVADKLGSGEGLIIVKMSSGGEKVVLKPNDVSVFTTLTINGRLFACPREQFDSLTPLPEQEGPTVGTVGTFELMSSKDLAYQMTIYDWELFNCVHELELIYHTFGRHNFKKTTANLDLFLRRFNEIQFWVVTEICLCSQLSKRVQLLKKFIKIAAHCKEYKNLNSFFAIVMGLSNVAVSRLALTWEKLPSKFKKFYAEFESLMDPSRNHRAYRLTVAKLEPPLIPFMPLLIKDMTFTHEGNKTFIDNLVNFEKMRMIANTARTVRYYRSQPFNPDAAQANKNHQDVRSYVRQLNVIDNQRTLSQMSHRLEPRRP
MCF10A rerep = A quantitative high throughput screen for small molecules that induce DNA re-replication in MCF 10a normal breast cells; 350,000 compounds, 2.9% hits; MCF 10A DNA re-replication, Hoechst nuclear intensity, 48 h; Potency, µM (top dose mostly 46.1 µM), inactives show at the top dose activity, positive = re-replication, hits mostly activators; also: % of control where 0% means no effect; nearly all actives have a fitted effect of over 50% in size
HepG2 viability = qHTS for Inhibitors of TGF-b: Cytotox Counterscreen; HepG2 CAGA-GFP viability, ATP luminescence, 18 h; Potency, µM (doses to about 46.1 µM), for the others: at the top dose activity change, negative = cytotoxicity, actives largely listed as cytotoxic; 410,000 compounds, 0.76% hits; also: some results filed as inactive show a strong effect at the top dose
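HepG2 CAGA-GFP cells (1000/well, DMEM with 1% FBS) received compound, then TGF-beta at 500 pg/mL final, and were incubated 18 hours at 37 degrees C. Viability was read by CellTiter-Glo luminescence. Media-only wells were set as complete cell-killing and DMSO as no toxicity.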
Nrf2 inh = Nrf2 qHTS screen for inhibitors; A549 ARE-Fluc reporter, luciferase luminescence, 18-24 h; Potency, µM (doses to about 46 µM), without a hit: at the highest dose activity change, negative = inhibition, hits mostly inhibitors; 360,000 compounds, 2.1% hits; AID 504444, 2011; also: % is scaled to controls: 0 for no effect and ±100 for the full control effect; nearly all actives have a fitted effect of over 60% in size
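In this cell-based qHTS, ARE-driven firefly luciferase in A549 cells reports Nrf2 activity; the luminescent signal after BugLite lysis is the measured value, with a prior CellTiter-Fluor read for cell health.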
TGFb SMAD3 inh = qHTS for Inhibitors of TGF-b. HepG2 CAGA-GFP TGF-b/SMAD3 reporter, GFP fluorescence, 18 h; TGF-beta stimulated, 500 pg/mL final. Potency, µM (top dose mostly 46.1 µM), without a hit: top-dose activity, negative = inhibition, usual class: inhibitors. 410,000 compounds, 1.2% hits. AID 588855, 2011; also: % is scaled to controls: 0 for no effect and ±100 for the full control effect; nearly all actives have a fitted effect of over 65% in size
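TGF-beta reporter screen: HEPG2 CAGA-GFP, 1% FBS, 500 pg/mL TGF-beta final, 18 h; per-cell GFP summed per well; curves fitted and categorized by class.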
Nrf2 ARE act = qHTS of Nrf2 Activators. AREc32 ARE-luciferase reporter (MCF7-derived line), luminescence, 24 h. Potency, µM (series often up to 46.1 µM), for inactives: at the highest dose activation, actives largely listed as activators. 410,000 compounds, 0.31% hits; also: % of control where 0% means no effect; nearly all actives have a fitted effect of over 65% in size
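For detection, Steady-Glo was added and plates sat 30 min at RT; before that, AREc32_Fluc cells grown overnight in OPTI-MEM/5% FBS had been treated with 23 nL compound for 24 hr at 37 deg C.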
S2 tox = Viability Counterscreen for Primary qHTS for Inhibitors of ATXN expression; 400,000 compounds, 0.49% hits; S2 cells (HEK-293 line with an ATXN2-luciferase reporter) viability, CellTiter-Fluor protease fluorescence, 24 h; Potency, µM (titrated, usually from 56.7 µM), actives largely listed as cytotoxic; AID 651635, 2014; also: nearly all actives have a fitted effect of over 40% in size
Active calls of the source: *; i = inactive; ? = inconclusive; . = not tested or not shown; [ ] = remark or other dose. Calls follow the shape of the dose curve; as a rule, active = well fitted curve in the direction sought with a large enough effect; inconclusive = small, poorly fitted or top-dose-only effect, or another doubt; inactive = no such curve, though single readings can be large; an effect the other way counts as inactive or inconclusive. Potency is read from the fitted curve at half-maximal effect.

Values run as follows: ATXN2 expr inh, A549 tox, EPAC2 antag, MCF10A rerep, HepG2 viability, Nrf2 inh, TGFb SMAD3 inh, Nrf2 ARE act, S2 tox
(1) Cc1cc2c(cc1C)CSC(c1ccc3ccccc3c1O)SC2
    -17%, -6%, -4%, 16%, -29%, -7%, -3%, 3.0%, i
(2) CN1C(=O)C(C)(C)c2cc(S(=O)(=O)N3CCC(C(=O)NCc4ccc(F)cc4)CC3)ccc21
    4%, -4%, 4%, 3%, -1%, -5%, 3%, 3.0%, i
(3) CCCCCCCCN1C(=O)[C@H](CC(=O)N2CCN(C(=O)C3CC3)CC2)C[C@@]2(C(=O)OC)CCCCC=C12
    ?, ., -29%, ., ., ., ., 7.0%, ?
(4) COc1ccc(CNC(=O)COc2cc(O)c3c(c2)OC(C)(C)CC3=O)cc1
    5%, 10%, 10%, -11%, -14%, ?, -1%, 0.2%, i
(5) CCOC(=O)Cn1c(=O)n(CC2CCCO2)c2nc(-c3ccccc3Cl)nc(C(N)=O)c21 (configuration not stated)
    4%, -2%, ., ., 4%, ., 14%, 0.5%, i
(6) O=C(Nn1cnnc1)C(Sc1ccccc1)c1ccccc1 (configuration not stated)
    -6%, 12%, 10%, -3%, 2%, ., -6%, -0.6%, i
(7) CCOc1ccc(S(=O)(=O)N2CCN(C(=O)CCC(=O)N3CCOCC3)CC2)cc1
    10%, 1%, 7%, 0%, 18%, ?, 1%, 0.3%, i
(8) C[C@H](CO)N1C[C@H](C)[C@@H](CN(C)C(=O)Nc2ccccc2)Oc2c(NC(=O)c3ccncc3)cccc2C1=O
    1%, 3%, 8%, 19%, -4%, 16%, -3%, 2.2%, i
(9) N#CC1c2ccccc2C=CN1C(=O)c1ccccc1 (configuration not stated)
    -12%, -1%, -15%, -4%, -4%, 0%, -8%, -0.9%, i
(10) c1ccc(OCCOCCOc2ccccc2)cc1
    7%, 3%, 7%, 0%, -20%, ?, -6%, 2.9%, i
(11) CC(C)COc1ccc(C2NC(=O)NC2=O)cc1 (configuration not stated)
    1%, 2%, -5%, 255%[0.0737 µM], -9%, 6%, 5%, -0.2%, i
(12) Cn1cc(-c2nnnn2-c2cccc(C(F)(F)F)c2)c(C(F)(F)F)n1
    -5%, -4%, -4%, 0%, -13%, -12%, -6%, -0.2%, i
(13) O=C(c1ccc2c(c1)OCO2)C1CCCN(C(=O)C2CCOCC2)C1 (configuration not stated)
    5%, 1%, 3%, -24%, 0%, 12%, -2%, 0.7%, i
(14) CCOc1ccc(N(CC(=O)NCc2ccccc2OC)S(C)(=O)=O)cc1
    28%, ., 7%, 5%, 0%, ?, -27%, 0.7%, i
(15) CC(Oc1ccc(-c2nccc(-c3ccccn3)n2)cc1)C(=O)NN (configuration not stated)
    0%, 1%, 2%, -15%, 3%, 4%, 13%, -0.2%, i
(16) COc1ccccc1C(=O)C1CCCN(C(=O)CCC(=O)c2ccccc2)C1 (configuration not stated)
    -4%, 1%, -7%, 7%, -46%, -10%, -3%, 3.8%, i
(17) COc1ccccc1C(=O)NC1(C(F)(F)F)C(=O)Nc2c1c(=O)[nH]c(=O)n2-c1ccccc1 (configuration not stated)
    -6%, -7%, ., ., -27%, -8%, -3%, -0.5%, i
(18) CN(C)/C=C/C(=O)c1ccc(F)cc1
    12%, -1%, 7%, 18µM*, -20%, -21%, 3%, 7.5%, i
(19) CCc1ccc(-c2nc(SCC(=O)NC3CCS(=O)(=O)C3)n[nH]2)cc1 (configuration not stated)
    11%, 0%, 0%, -2%, -4%, ?, 1%, 3.5%, i
(20) Cc1nc(C)c(-c2csc(Nc3ncccc3C)n2)s1
    ., 0%, 3%, 14%, -24%, 0%, -21%, 7.5%, ?
(21) CN(C1CCS(=O)(=O)C1)S(=O)(=O)c1ccc(C2CCCCC2)cc1 (configuration not stated)
    -16%, 1%, 11%, ?, -3%, -10%, 5%, 0.2%, i
(22) CCCS(=O)(=O)c1nc(S(=O)(=O)c2ccc(C)cc2)c(NCc2ccccc2)s1
    ., 12%, ., ., 4%, -15%, ., 4.3%, .
(23) CSCCC(NC(=O)c1ccc(Cl)cc1)C(=O)OCC(=O)Nc1cc(Cl)ccc1C#N (configuration not stated)
    -5%, 0%, -1%, 6%, 3%, 7%, 1%, 0.3%[9.22 µM], ?
(24) Cc1csc(NC(=O)c2ccoc2C)n1
    49%[activator], -7%, -1%, -2%, -28%, ?, -4%, 7.6%, i
(25) COc1ccc(CN2CCC(n3nccc3NC(=O)CCc3ccccc3)CC2)c(C)c1C
    ., 16%, 2%, -1%, -5%, ?, 3%, -0.7%, i
(26) CCCc1n[nH]c2c1/C(=N/O)CC(c1ccccc1)C2 (configuration not stated)
    -29%, 2%, 14%, 7%, -35%, ?, -7%, 0.3%, i
(27) CC(C)CC(=O)Nc1ccc(C(=O)COC(=O)CN2C(=O)NC3(CCCCC3C)C2=O)cc1 (configuration not stated)
    14%, 0%, 2%, 5%, -4%, 6%, 0%, -0.1%, ?
(28) CC(=O)N/C(=N\c1nc(C)cc(C)n1)Nc1ccc(Cl)cc1Cl
    -19%, 4%, 16%, 0%, -8%, 9%, 10%, -0.9%, i
(29) CC1CCN(C(C(=O)O)c2ccccc2)CC1 (configuration not stated)
    4%, 0%, 1%, -12%, -2%, -4%, -10%, -0.8%, i
(30) CCc1ccc2oc(-c3cccc(NC(=O)c4cc5ccccc5o4)c3)nc2c1
    80%[activator], 7%, ., ., -17%, ?, -6%, 28%, i
(31) O=C(O)c1ccc(NC(=O)c2ccccc2NC(=O)c2cccc(Br)c2)cc1
    22%, -5%, 1%, 13%, 1%, -6%, -2%, 0.5%, i
(32) COc1ccc(-c2cn3c(n2)sc2cc(C(=O)Nc4cccc(SC)c4)ccc23)cc1
    ., -19%, ., ., -16%, -26%, -7%, 3.7%, .
(33) CC(=O)Nc1ccc(NC(=O)CSc2nnc(-c3cc4ccccc4o3)n2C)cc1
    2%, 9%, 4%, -29%, -1%, 6%, 7%, 0.5%, i
(34) CC(=O)c1ccc(OCc2cc(C(=O)N3CCC[C@H]3CO)no2)cc1
    4%, 8%, 1%, 1%, 7%, 1%, 2%, 0.5%, i
(35) Cn1c(=O)c2c(ncn2CC(=O)Nc2cc(S(=O)(=O)N3CCCCC3)ccc2Cl)n(C)c1=O
    3%, -2%, -23%, 1%, -2%, 21µM*, ?, 2.3%, i
(36) Clc1nccnc1-c1ccccc1
    3%, -2%, 7%, -1%, -6%, -4%, -4%, 0.3%, i
(37) Cc1cc2ccccc2n1CCNCc1c(C(=O)N2CCOCC2)nc2ccccn12
    -11%, -10%, -14%, 1%, 9%, 5%, -20%, -0.6%, ?
(38) COc1ccc(N2CCN(CC(=O)Nc3ccc(C)cc3)CC2)cc1
    ., 0%, 6%, 14%, -18%, -21%, -27%, -0.2%, i
(39) COc1ccc(CCNC(=O)C2CCN(S(=O)(=O)c3ccc(OC)c(OC)c3)CC2)cc1OC
    -8%, 6%, 11%, -1%, 1%, 1%, -6%, 0.2%, i
(40) COc1cc(C2C(=O)N(C3CCCCC3)CC(=O)N2C2CCCC2)ccc1OC(C)C (configuration not stated)
    ., -1%, ., ., -11%, ., 2%, -0.6%, .
(41) COC(=O)CC1=NN(c2ccccc2)C(=O)C1
    -18%, -10%, 9%, 5%, 0%, 5%, 4%, 0.1%, ?
(42) CCCOC(=O)CC1C(=O)NCCN1Cc1ccc(F)cc1 (configuration not stated)
    2%, 1%, -1%, -6%, -11%, 19%, 4%, -0.4%, i
(43) COc1cc([N+](=O)[O-])cc(/C=N/NC(=O)CSc2nnc(-c3ccccc3)n2C)c1O
    2%, -8%, -2%, ?, 10%, 5%, 0%, -0.6%, i
(44) O=C(NCc1cccc(C(F)(F)F)c1)N1CCN(S(=O)(=O)c2ccccc2F)CC1
    ?, 2%, -8%, 21%, -11%, ?, 0%, -0.2%, i
(45) COc1ccccc1Cc1c(-c2ccco2)nc2ccc(Cl)cn12
    -8%, ., -9%, ., -96%, ., 16µM*, ?, ?
(46) CC(=O)Oc1cc2c(C(=O)NCCN3CCOCC3)c(C)oc2c2ccccc12
    -7%, -7%, 7%, 9%, -7%, ., 27%, -3.6%, ?
(47) COC(=O)c1ccccc1NC(=O)C(C)Oc1ccccc1 (configuration not stated)
    -6%, 3%, -9%, ?, -101%, 3%, ?, 0.0%, i
(48) O=C(N/N=C/c1ccco1)C1CCCC1
    8%, 7%, 2%, 14%, -16%, 7%, -8%, 2.6%, i
(49) COC1=Nc2ccccc2N2CCN=C12
    -3%, ., -9%, ., -18%, ., 1%, 0.1%, i

Eight compounds out of the list, sorted by SMILES length, smallest number first:
Values run as follows: ATXN2 expr inh, A549 tox, EPAC2 antag, MCF10A rerep, HepG2 viability, Nrf2 inh, TGFb SMAD3 inh, Nrf2 ARE act, S2 tox
(10) c1ccc(OCCOCCOc2ccccc2)cc1
    7%, 3%, 7%, 0%, -20%, ?, -6%, 2.9%, i
(20) Cc1nc(C)c(-c2csc(Nc3ncccc3C)n2)s1
    ., 0%, 3%, 14%, -24%, 0%, -21%, 7.5%, ?
(26) CCCc1n[nH]c2c1/C(=N/O)CC(c1ccccc1)C2 (configuration not stated)
    -29%, 2%, 14%, 7%, -35%, ?, -7%, 0.3%, i
(14) CCOc1ccc(N(CC(=O)NCc2ccccc2OC)S(C)(=O)=O)cc1
    28%, ., 7%, 5%, 0%, ?, -27%, 0.7%, i
(46) CC(=O)Oc1cc2c(C(=O)NCCN3CCOCC3)c(C)oc2c2ccccc12
    -7%, -7%, 7%, 9%, -7%, ., 27%, -3.6%, ?
(31) O=C(O)c1ccc(NC(=O)c2ccccc2NC(=O)c2cccc(Br)c2)cc1
    22%, -5%, 1%, 13%, 1%, -6%, -2%, 0.5%, i
(5) CCOC(=O)Cn1c(=O)n(CC2CCCO2)c2nc(-c3ccccc3Cl)nc(C(N)=O)c21 (configuration not stated)
    4%, -2%, ., ., 4%, ., 14%, 0.5%, i
(2) CN1C(=O)C(C)(C)c2cc(S(=O)(=O)N3CCC(C(=O)NCc4ccc(F)cc4)CC3)ccc21
    4%, -4%, 4%, 3%, -1%, -5%, 3%, 3.0%, i

Bioassay records: PubChem, National Center for Advancing Translational Sciences (NCATS)

An excerpt; rates above refer to the full screens.
